# Rtt109 Vps75 = inhibitors of C. albicans Rtt109/Vps75 HAT, primary screen, biochemical, ThioGlo CoA-SH fluorescence, plate reader; purified Rtt109/Vps75, 4 h; inhibition, % at 34.9 µM; actives 0.16% (n = 330,000); AID 540336, 2011;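 active = inhibition of at least 50% in every replicate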
# NSD2 HMT inh = NSD2 histone methyltransferase inhibitors, primary screen, biochemical, AlphaScreen, single concentration, set 2; NSD2 peptide methylation, 120 min; inhibition, % at 12.5 µM; actives 0.54% (n = 310,000); AID 743445, 2014; in the data active = inhibition above about 50%
# SR-BI DiI-HDL act = activators of SR-BI mediated DiI-HDL uptake, primary screen, ldlA[mSR-BI] CHO cells, DiI fluorescence. actives 0.096% (n = 320,000). 3 h; 100 = double the neutral-control signal. activation, % at 12.5 µM. AID 504775, 2011;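 active = mean replicate activation of at least 60% and every replicate at or above 60%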;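 note: 0% = median plate neutral-control signal and 100% = twice that signal; values of inactives mirror those of a sister screen read the other way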
#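 Assay system: LDL receptor-deficient CHO ldlA cells overexpressing murine SR-BI / Medium: BSA-supplemented, HEPES-buffered Ham's F12, pH 7.4 / Probe or stimulus: DiI-labelled HDL at 10 µg/mL final / Timing: compound with DiI-HDL co-incubation, 3 h at 37 °C / Technique: bottom-read cell fluorescence after medium removal, ex 550/em 595 nm / Measure: HDL uptake via cellular fluorescence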
# CAL PDZ FP-1 = untagged CAL PDZ binding inhibitors, primary screen, biochemical, fluorescence polarization, HTS. Golgi-associated PDZ and coiled-coil motif-containing protein (Homo sapiens), Q9HD26. purified CAL PDZ, TMR-peptide fluorescence polarization, 1 h. inhibition, % at 24.9 µM. actives 0.92% (n = 300,000). AID 602252, 2012;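 active = mean inhibition of at least 30% with at least half of replicates also reaching 30%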;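 note: 0% = DMSO neutral control and 100% = excess unlabeled competitor peptide PRC23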
# PvdQ acylase = P. aeruginosa PvdQ acylase inhibitors, primary screen, biochemical, fluorescence, plate reader and imaging, single point; PvdQ acylase [Pseudomonas aeruginosa LESB58]; purified PvdQ acylase; inhibition, % at 10 µM; actives 0.063% (n = 340,000); in the data active = inhibition above about 30%, passing the limit was not always enough;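 note: 0% = vehicle neutral wells and 100% = reference inhibitor wells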
# dFosB activator = activators of delta FosB homodimer, primary screen, biochemical, fluorescence polarization, TAMRA-CDK5 oligo, single point; activation, % at 25 µM; purified delta FosB; percent of positive-control signal above neutral wells; actives 0.99% (n = 340,000); Protein FosB (Mus musculus), P13346; AID 493131, 2011;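 active = mean activation above about 17%, with every replicate also reaching it, limit read from the data, passing the limit was not always enough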;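 note: fluorescence polarization rise as delta FosB binds a TAMRA Cdk5 AP-1 oligo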
# Target sequence (P13346 whole entry, looked up): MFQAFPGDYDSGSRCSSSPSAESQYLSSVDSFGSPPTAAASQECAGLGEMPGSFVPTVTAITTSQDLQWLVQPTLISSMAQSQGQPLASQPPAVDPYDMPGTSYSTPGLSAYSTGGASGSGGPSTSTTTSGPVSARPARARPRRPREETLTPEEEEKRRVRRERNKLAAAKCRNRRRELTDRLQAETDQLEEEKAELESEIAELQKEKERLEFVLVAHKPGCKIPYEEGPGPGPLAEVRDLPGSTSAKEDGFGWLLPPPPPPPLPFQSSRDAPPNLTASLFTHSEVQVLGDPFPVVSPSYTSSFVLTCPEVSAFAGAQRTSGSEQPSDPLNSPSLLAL
# SR-BI HDL uptake = inhibitors of SR-BI mediated HDL lipid uptake, primary screen, ldlA[mSR-BI] cells, fluorescence, single point. actives 0.96% (n = 320,000). Scavenger receptor class B member 1 (Mus musculus), Q61009. inhibition, % at 12.5 µM. AID 488896, 2010. ldlA[mSR-BI] CHO cells, DiI-HDL uptake fluorescence, 3 h;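 active = mean replicate inhibition of at least 70% and a set share of replicates each scoring 70 or more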;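 note: 0% = median of neutral control wells and 100% = median of positive control wells; values of inactives mirror those of a sister screen read the other way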
# Target sequence (Q61009 whole entry, looked up): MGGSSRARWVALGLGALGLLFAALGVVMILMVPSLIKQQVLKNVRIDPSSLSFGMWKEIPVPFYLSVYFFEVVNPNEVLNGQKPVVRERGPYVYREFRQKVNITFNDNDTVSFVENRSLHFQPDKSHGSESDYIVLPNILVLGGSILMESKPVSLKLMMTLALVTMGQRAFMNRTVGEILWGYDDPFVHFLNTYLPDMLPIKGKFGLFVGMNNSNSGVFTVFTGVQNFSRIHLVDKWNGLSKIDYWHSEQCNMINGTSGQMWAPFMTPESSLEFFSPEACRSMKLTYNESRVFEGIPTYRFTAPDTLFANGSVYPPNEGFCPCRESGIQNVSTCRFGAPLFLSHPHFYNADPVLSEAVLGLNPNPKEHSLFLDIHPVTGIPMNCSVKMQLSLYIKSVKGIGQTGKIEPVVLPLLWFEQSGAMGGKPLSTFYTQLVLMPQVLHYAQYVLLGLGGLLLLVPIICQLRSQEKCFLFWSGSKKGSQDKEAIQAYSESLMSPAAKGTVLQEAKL
# CAL PDZ FP-2 = CAL PDZ peptide-binding inhibitors, primary screen, biochemical, fluorescence polarization, Cer-tagged CAL PDZ, HTS; AID 504414, 2011; inhibition, % at 20 µM; Golgi-associated PDZ and coiled-coil motif-containing protein (Homo sapiens), Q9HD26; purified CAL PDZ, TMR-peptide fluorescence polarization, 1 h; actives 0.02% (n = 330,000);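 active = highest replicate inhibition of at least 40%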;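 note: plate controls were DMSO neutral control wells for no effect and unlabeled competitor peptide control wells for full effect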
#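 material = purified tagged CAL PDZ domain construct (CerCALP) | buffer or medium = sodium phosphate/NaCl buffer pH 7.4 with TCEP, IgG, Thesit | reagent = TMR-labelled reporter peptide T*-PRC34 bound in PDZ groove | incubation = 1 h room-temperature incubation prior to read | measured by = fluorescence polarization (mP) | evaluation = percent inhibition from loss of millipolarization | control set = unlabelled peptide and DMSO controls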
# PfHsp90 set2 = growth inhibition of PfHsp90-expressing yeast, primary screen, antimalarial PfHsp90 inhibitor project, S. cerevisiae, BacTiter-Glo luminescence, single point, set 2 | AID 504621, 2011 | BacTiter-Glo ATP, 48 h; yeast lacking PDR1 and PDR3 efflux regulators | inhibition, % at 9.4 µM | actives 0.32% (n = 310,000);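 active = every replicate shows inhibition above about 80%, whatever the replicate mean, limit read from the data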;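 note: 0% = DMSO neutral controls and 100% = 20 µM radicicol positive controls; yeast relying on Plasmodium falciparum Hsp90 in place of its own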
# MITF act = activators of MITF-driven TRPM1 promoter reporter, primary screen, cell-based, SK-MEL-5, luciferase, single point; SK-MEL-5 TRPM1-promoter luciferase, 24 h; % of positive control, neutral wells = 0; activation, % at 12.5 µM; AID 588334, 2011; actives 0.75% (n = 300,000);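 active = mean activation of at least 80% with every replicate also reaching 80%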;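 note: 0% = neutral control wells and 100% = parthenolide positive control wells; values of inactives mirror those of a sister screen read the other way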
# An asterisk follows results filed as active; . = no result given. This is a random part of the collection; any-hit rate near 4.3%.
canonical_smiles	Rtt109 Vps75	NSD2 HMT inh	SR-BI DiI-HDL act	CAL PDZ FP-1	PvdQ acylase	dFosB activator	SR-BI HDL uptake	CAL PDZ FP-2	PfHsp90 set2	MITF act
COc1ccc2c3c([nH]c2c1)C(C)N(C(C)=O)CC3 (configuration not stated)	2	1	-16	10	17	0	16	-0.2	-11	5
CC[C@H](C)Cc1cn([C@@H](CCCN=C(N)N)C(=O)NCCCCCCCCCCC(=O)N2CCNCC2)nn1	15	.	-9	2	2	1	9	0.2	0	13
CC1(C)c2ssc(=S)c2-c2ccccc2N1C(=O)c1ccco1	3	-2	-24	-1	-9	-3	24	-0.7	.	.
CCOc1ccc(NC(=O)CCN2C(=O)c3ccccc3C2=O)cc1	-1	36	19	-2	7	6	-19	0.2	-4	.
C[C@H](NC(=O)[C@@H]1CSC2c3ccccc3C(=O)N21)C(=O)NC1CCCCC1 (some centres not stated)	7	3	8	-2	15	-6	-8	-2.9	1	-2
CC(C)(C)c1cc(Cc2ccccc2)[nH]n1	-7	0	30	.	-9	-2	-30	-2.2	3	11
COC(=O)c1cc2sc(Cl)cc2n1CC(=O)Nc1cccc(SC)c1	.	3	-39	0	6	16	39	-2.2	-6	4
CCCCCCSc1nc2c(c(=O)[nH]c(=O)n2C)n1C	-6	.	6	-4	-10	-3	-6	-1.8	-1	.
Cc1ccc(NC(=O)Nc2cccc(C)n2)cc1	0	-3	4	-11	-5	-2	-4	-2.2	-2	76
O=S(=O)(c1ccccc1)N1CN(Cc2ccc(F)cc2)c2nc3ccccc3nc21	1	.	13	1	-11	-12	-13	0.0	5	-7
CC1CC(C)CN(S(=O)(=O)c2cccc3nsnc23)C1 (configuration not stated)	5	-1	-6	.	6	2	6	-0.5	30	-3
CCC(=O)c1ccc(OCC(=O)OCC(=O)NCCC2=CCCCC2)cc1	0	0	6	.	-2	0	-6	-0.3	-4	1
COc1cc(C(=O)NCCSc2ccc(F)cc2)cc(OC)c1OC	4	-1	-28	.	6	-4	28	-1.3	2	2
O=C(Nc1ccc2c(c1)OCO2)C1CC1(Cl)Cl (configuration not stated)	1	-4	10	-2	1	-6	-10	-1.1	3	65
Cc1onc(-c2ccccc2)c1C(=O)N/N=C/c1ccc(O)c([N+](=O)[O-])c1	5	0	18	-1	-2	-3	-18	-3.1	12	-3
COC(=O)c1cc(C)sc1NC(=S)N1CCN(CCc2ccccc2)CC1	-5	-2	18	0	-1	2	-18	-0.3	10	-13
COc1ccc(C(=O)Nc2c(C)csc2C(=O)O)cc1	-3	.	14	-6	-8	8	-14	-0.3	7	13
Cn1c(=O)oc2cc(C(=O)c3ccccc3)ccc21	0	-1	2	-4	3	-3	-2	0.2	-3	-3
CCN1CCN(c2cc(C)c3cc(NC(=S)N4CC(C)CC(C)C4)ccc3n2)CC1 (configuration not stated)	9	2	.	-2	-12	-12	.	-1.4	4	5
CCOc1cc(N2CCOCC2)c(OCC)cc1NC(=O)COC(=O)c1ccc(OC)c([N+](=O)[O-])c1	-5	-10	-37	-1	-13	-7	37	0.7	.	-9
Cc1cc(C)c2c(=O)[nH]n(C3CCCCCC3)c2n1	10	-8	0	-7	-13	2	0	-1.1	-21	0
O=C(Nc1cc(S(=O)(=O)N2CCOCC2)ccc1N1CCOCC1)c1cnccn1	3	-4	-1	-3	-4	-7	1	-2.5	-33	3
CC(C)n1cnnc1SCC(=O)Nc1cccnc1Cl	1	0	3	6	7	-10	-3	0.2	-21	-3
Nn1cnnc1SCC(=O)N1CCc2ccccc2C1	-2	-3	10	.	-2	3	-10	-0.9	.	-3
Oc1cccc(C2c3[nH]c4ccccc4c3CCN2Cc2ccc3c(c2)CCO3)c1 (configuration not stated)	-9	0	-11	-2	0	9	11	-0.6	-3	-28
COc1cc(C(=O)Nc2ccccc2N2CCOCC2)ccc1OCc1c(C)noc1C	0	-1	-52	-3	-3	-3	52	-3.0	22	11
CCOC(=O)c1c(NC(=O)CN2CCCCC2)sc2c1CCC(C=O)=C2Cl	-8	1	-51	-2	-5	-4	51	-1.4	27	4
CCOC(=O)c1nc(N)c(=O)n(-c2ccccc2)n1	4	-1	-12	.	-7	-7	12	-0.3	11	7
O=S(=O)(c1ccc(Cl)cc1)N1CCCN(c2ccc(C(F)(F)F)cn2)CC1	3	-8	2	-8	-3	-7	-2	-1.9	-5	-3
O=C(N/N=C\c1cc(Br)c(Br)o1)C1COc2ccccc2O1 (configuration not stated)	11	-1	13	-9	9	-4	-13	-1.1	-13	5

# Ordered by heavy-atom count (smallest number first): nine of the compounds above
canonical_smiles	Rtt109 Vps75	NSD2 HMT inh	SR-BI DiI-HDL act	CAL PDZ FP-1	PvdQ acylase	dFosB activator	SR-BI HDL uptake	CAL PDZ FP-2	PfHsp90 set2	MITF act
CC(C)(C)c1cc(Cc2ccccc2)[nH]n1	-7	0	30	.	-9	-2	-30	-2.2	3	11
Cn1c(=O)oc2cc(C(=O)c3ccccc3)ccc21	0	-1	2	-4	3	-3	-2	0.2	-3	-3
CCCCCCSc1nc2c(c(=O)[nH]c(=O)n2C)n1C	-6	.	6	-4	-10	-3	-6	-1.8	-1	.
CC1(C)c2ssc(=S)c2-c2ccccc2N1C(=O)c1ccco1	3	-2	-24	-1	-9	-3	24	-0.7	.	.
COc1cc(C(=O)NCCSc2ccc(F)cc2)cc(OC)c1OC	4	-1	-28	.	6	-4	28	-1.3	2	2
C[C@H](NC(=O)[C@@H]1CSC2c3ccccc3C(=O)N21)C(=O)NC1CCCCC1 (some centres not stated)	7	3	8	-2	15	-6	-8	-2.9	1	-2
Oc1cccc(C2c3[nH]c4ccccc4c3CCN2Cc2ccc3c(c2)CCO3)c1 (configuration not stated)	-9	0	-11	-2	0	9	11	-0.6	-3	-28
COc1cc(C(=O)Nc2ccccc2N2CCOCC2)ccc1OCc1c(C)noc1C	0	-1	-52	-3	-3	-3	52	-3.0	22	11
CCOc1cc(N2CCOCC2)c(OCC)cc1NC(=O)COC(=O)c1ccc(OC)c([N+](=O)[O-])c1	-5	-10	-37	-1	-13	-7	37	0.7	.	-9

# (continued)
canonical_smiles	Rtt109 Vps75	NSD2 HMT inh	SR-BI DiI-HDL act	CAL PDZ FP-1	PvdQ acylase	dFosB activator	SR-BI HDL uptake	CAL PDZ FP-2	PfHsp90 set2	MITF act
O=C(c1sccc1-c1ccccc1)N1CCN(S(=O)(=O)c2ccccc2)CC1	0	-1	-5	-3	-10	-12	5	-0.7	-4	8
O=C(Cn1ccc2ccccc2c1=O)NCCC(=O)N1CCN(C(=O)c2ccco2)CC1	-7	0	-14	-2	0	-5	14	0.7	-6	0
COc1ccc(N2CCN(C(=O)CCC(=O)N3CCOc4ccc(Cl)cc43)CC2)cc1	1	.	-21	.	0	-1	21	-0.7	2	.
O=C(CC1C(=O)NCCN1Cc1cccc(Oc2ccccc2)c1)NCC1CCOCC1 (configuration not stated)	.	1	1	-2	-7	-7	-1	5.2	-1	8
COc1cc(NCc2ccccc2)c2ncn(C(C)C)c2c1	9	.	-6	-1	5	4	6	1.3	-13	-15
CC(C)CCc1noc(CN(CC2CCC2)CC2CCCO2)n1 (configuration not stated)	-1	-2	.	-2	9	-1	.	0.2	-21	-1
CCOC(=O)Cn1cnc(C)c1	-4	0	16	-5	-10	-8	-16	-0.7	26	-2
COc1cc(SC)ccc1C(=O)NCCCOC(C)C	6	-3	-12	-1	2	-4	12	-1.8	-12	30
O=C(Nc1sc2c(c1C(=O)O)CCCCC2)c1cccnc1	4	2	2	-1	7	0	-2	0.0	5	.
CCOc1ccc2c(c1)N(C(=O)CN1C(=O)CCC1=O)C(C)(C)C=C2C	-11	0	-27	-2	-6	-6	27	-1.5	14	-6
CC(C)CN(C(=O)c1cc2ccccc2o1)c1c(N)n(CC(C)C)c(=O)[nH]c1=O	1	-2	5	-2	-8	14	-5	0.0	32	11
O=S(=O)(NCCSCc1ccc(Cl)c(Cl)c1)c1ccc2c(c1)OCCO2	9	-2	32	-4	4	-5	-32	-3.6	-21	-11
C/C=C/c1c(F)c(F)c(Oc2ccc(C(=O)O)cc2)c(F)c1F	-2	4	8	.	-7	-2	-8	-1.2	-23	0
CC[N+](CC)(CC)CCC(O)(c1ccccc1)C1CCCCC1 (configuration not stated)	8	.	-19	-5	-20	4	19	0.7	-9	-12
O=C(Nc1nnc(C(F)(F)F)s1)c1cccnc1	-5	1	22	25	-12	-5	-22	-1.6	-8	37
Cc1ccc(NC(=O)COc2cccnc2[N+](=O)[O-])cc1S(=O)(=O)N1CCOCC1	-18	2	-8	-1	4	-5	8	-1.2	7	-2
Cc1nc(SCC(N)=O)c(C#N)c(C)c1C	0	-3	20	.	-11	-4	-20	-1.1	-19	.
Cc1cccc(-c2ncc(CN3CCN(CCC(C)C)C(CCO)C3)cn2)c1 (configuration not stated)	5	-2	0	2	-22	-2	0	0.5	-16	2
COc1ccccc1C(=O)NCC(=O)NCCC(c1ccccc1)c1ccccc1	-2	2	-8	.	-2	-14	8	-1.4	-7	-8
CN(CC(=O)Nc1ccccc1F)Cc1cccs1	17	-9	.	.	1	8	.	-1.0	3	11
COc1ccc(CN2CCN(C3CCOCC3)CC2CCO)c(C)c1C (configuration not stated)	-11	3	-2	2	-9	-2	2	-1.7	4	-11

# Source: PubChem (Broad Institute)
